NCI-60 one-dose screen, 48 h, at 10 µM unless noted. Numbers give growth in % (100 = growth as untreated, 0 = no growth, -100 = all killed).
DU-145: DU-145 prostate cancer; actives 4.2% (n = 81,000)
HT29: HT29 colon cancer | actives 7.4% (n = 81,000)
SNB-75: SNB-75 CNS cancer. actives 5% (n = 79,000). AID 1794750
SNB-19: SNB-19 CNS cancer cells. actives 2.5% (n = 81,000)
PC-3: PC-3 prostate cancer cells | actives 3.9% (n = 80,000) | AID 1794754
SW-620: SW-620 colon cancer | actives 5.2% (n = 82,000)
KM12: KM12 colon cancer cells; actives 5% (n = 82,000); AID 1794800
HCC-2998: HCC-2998 colon cancer; actives 4.7% (n = 79,000)
SF-539: SF-539 CNS cancer; actives 6.8% (n = 81,000); AID 1794752
Numbers without * were called inactive; / = not tested or not shown; & = joins results of further samples; ! = not confirmed by another sample. How the source made its calls: active means growth percent below 10; inactive means the rest. Hits appear at their usual frequency; about 11% have a hit in one of these screens.

Start of the data: the first eleven records as a preview:
#1 COC(=O)c1c(C=O)cccc1[N+](=O)[O-]
#2 COc1ccc(C(=O)c2ccc([N+](=O)[O-])cc2)c(OC)c1OC
#3 CC#CC(=O)N1CCC[C@H]1c1nc(-c2ccc(C(=O)Nc3ccccn3)cc2)c2c(N)nccn12
#4 COc1cc(-c2nccc3cc4c(cc23)OCO4)cc(OC)c1OC
#5 COc1ccc(C(=O)c2ccc(OC)cc2O)c(O)c1
#6 O=C(Nc1cccnc1Nc1ccc(Cl)cc1)c1cn(Cc2ccc(F)cc2)nn1
#7 CC(CO)C1CCCCC1 (centres undefined)
#8 CO[C@H]1CO[C@H]2[C@@H]1OC[C@H]2O
#9 CO[C@H]1/C=C/O[C@@]2(C)Oc3c(C)c(O)c4c(O)c(c(/C=[N+]([O-])/[N+]([O-])=C/c5c6c(O)c7c(O)c(C)c8c(c7c5O)C(=O)[C@@](C)(O/C=C/[C@H](OC)[C@@H](C)[C@@H](OC(C)=O)[C@H](C)[C@H](O)[C@H](C)[C@@H](O)[C@@H](C)/C=C/C=C(/C)C(=O)N6)O8)c(O)c4c3C2=O)NC(=O)/C(C)=C\C=C\[C@H](C)[C@H](O)[C@@H](C)[C@@H](O)[C@@H](C)[C@H](OC(C)=O)[C@@H]1C
#10 C=CCNc1nc(NN2C(=O)c3cccc4cccc(c34)C2=O)nc(-n2cnc3ccccc32)n1
compound no.,1,2,3,4,5,6,7,8,9,10
DU-145,107,116,89,30&52,105,106,100,104,108,98
HT29,91,99,73,5.6*,108,113,104,/,100,89
SNB-75,87,88,77,-10.0*!,119,95,86,104,89,39
SNB-19,102,118,91,39&38,105,96,108,104,99,84
PC-3,100,91,81,30,86,94,95,91,83,67
SW-620,95,91,112,18&17,108,114,104,/,108,91
KM12,94,99,92,25&32,107,102,100,109,102,19
HCC-2998,106,103,/,48&60,104,100,100,103,108,92
SF-539,92,115,95,19&20,101,94,103,105,94,50

#11 c1csc(-c2c3ccc(=[N+]4CCCCC4)cc-3oc3cc(N4CCCCC4)ccc23)c1
compound no.,11
DU-145,-97*
HT29,-74*
SNB-75,-47*
SNB-19,-88*
PC-3,-66*
SW-620,-76*
KM12,-93*
HCC-2998,-94*
SF-539,-91*

The list itself (from the top)
#1 COC(=O)c1c(C=O)cccc1[N+](=O)[O-]
#2 COc1ccc(C(=O)c2ccc([N+](=O)[O-])cc2)c(OC)c1OC
#3 CC#CC(=O)N1CCC[C@H]1c1nc(-c2ccc(C(=O)Nc3ccccn3)cc2)c2c(N)nccn12
#4 COc1cc(-c2nccc3cc4c(cc23)OCO4)cc(OC)c1OC
#5 COc1ccc(C(=O)c2ccc(OC)cc2O)c(O)c1
#6 O=C(Nc1cccnc1Nc1ccc(Cl)cc1)c1cn(Cc2ccc(F)cc2)nn1
#7 CC(CO)C1CCCCC1 (centres undefined)
#8 CO[C@H]1CO[C@H]2[C@@H]1OC[C@H]2O
compound no.,1,2,3,4,5,6,7,8
DU-145,107,116,89,30&52,105,106,100,104
HT29,91,99,73,5.6*,108,113,104,/
SNB-75,87,88,77,-10.0*!,119,95,86,104
SNB-19,102,118,91,39&38,105,96,108,104
PC-3,100,91,81,30,86,94,95,91
SW-620,95,91,112,18&17,108,114,104,/
KM12,94,99,92,25&32,107,102,100,109
HCC-2998,106,103,/,48&60,104,100,100,103
SF-539,92,115,95,19&20,101,94,103,105

#9 CO[C@H]1/C=C/O[C@@]2(C)Oc3c(C)c(O)c4c(O)c(c(/C=[N+]([O-])/[N+]([O-])=C/c5c6c(O)c7c(O)c(C)c8c(c7c5O)C(=O)[C@@](C)(O/C=C/[C@H](OC)[C@@H](C)[C@@H](OC(C)=O)[C@H](C)[C@H](O)[C@H](C)[C@@H](O)[C@@H](C)/C=C/C=C(/C)C(=O)N6)O8)c(O)c4c3C2=O)NC(=O)/C(C)=C\C=C\[C@H](C)[C@H](O)[C@@H](C)[C@@H](O)[C@@H](C)[C@H](OC(C)=O)[C@@H]1C
#10 C=CCNc1nc(NN2C(=O)c3cccc4cccc(c34)C2=O)nc(-n2cnc3ccccc32)n1
#11 c1csc(-c2c3ccc(=[N+]4CCCCC4)cc-3oc3cc(N4CCCCC4)ccc23)c1
#12 CCN(CC)CC#CCOC(=O)[C@]1(C)CCC[C@]2(C)c3ccc(C(C)C)cc3CC[C@@H]12
#13 Cc1c(C(=O)/C=C/c2ccc3ccccc3c2)[n+]([O-])c2cc(F)ccc2[n+]1[O-]
#14 Cn1c(=O)c2[nH]c(SCC(=O)Nc3ccc(C(=O)/C=C/c4cccc([N+](=O)[O-])c4)cc3)nc2n(C)c1=O
#15 S=C1NCCCS1
#16 Cc1cc(NC(=O)/C(Cl)=C(\Cl)C(=O)O)c([N+](=O)[O-])cc1C
compound no.,9,10,11,12,13,14,15,16
DU-145,108,98,-97*,92,116,106,117,108
HT29,100,89,-74*,47,112,100,120,113
SNB-75,89,39,-47*,97,100,97,104,93
SNB-19,99,84,-88*,92,106,99,96,119
PC-3,83,67,-66*,64,96,99,94,96
SW-620,108,91,-76*,88,/,102,111,105
KM12,102,19,-93*,85,118,99,112,105
HCC-2998,108,92,-94*,92,103,105,115,101
SF-539,94,50,-91*,80,98,113,108,99

Single values from the results shown:
Reading for O=C(Nc1cccnc1Nc1ccc(Cl)cc1)c1cn(Cc2ccc(F)cc2)nn1 under PC-3: 94
Reading for COc1cc(-c2nccc3cc4c(cc23)OCO4)cc(OC)c1OC under HCC-2998: 48&60

More records follow.
#17 CC(C)(C)n1cc(-c2ccnc(NCCCNS(=O)(=O)c3cccc4ccccc34)c2)c(-c2cccc(F)c2)n1
#18 O=C(O)CNC(=O)c1nc(-c2ccccc2)n(-c2ccc([N+](=O)[O-])cc2)n1
#19 CCOC(=O)C1=C(Nc2cccc3c(NC4=C(C(=O)OCC)C(=O)CO4)cccc23)OCC1=O
#20 O=C(C1=Cc2cc3ccccc3n2Cc2cnnn21)c1ccc(Br)cc1
#21 CC1=NN(c2cccc(Cl)c2)C(=O)/C1=C\c1cn(C(=O)c2ccc(Cl)cc2)c2ccccc12
#22 CN(C)N=Nc1ccccc1Cl
#23 CCCSc1ccc2nc(NC(=O)OC)[nH]c2c1
#24 C#Cc1ccc(-n2c(/C=C/c3ccc(C(F)(F)F)cc3)nc3ncccc3c2=O)cc1
compound no.,17,18,19,20,21,22,23,24
DU-145,89,111,111,106,105,109,16,46
HT29,28,105,109,90,101,92,2.8*,0.3*
SNB-75,67,100,83,77,81,64,22,26
SNB-19,86,104,122,92,100,100,30,68
PC-3,56,99,103,71,95,113,21,29
SW-620,92,101,103,106,99,101,24,-12*
KM12,77,107,104,97,93,108,14,/
HCC-2998,83,104,105,104,109,95,-4.5*,19
SF-539,72,101,101,99,98,95,4.4*,45

#25 C/C=C(\C)C(=O)O[C@@H]1C2C=C3C4CC(=O)O[C@@H](c5ccoc5)[C@]4(C)CC[C@@H]3[C@@](C)(C2=O)[C@@H](CC(=O)OC)C1(C)C (some centres undefined)
#26 CS(=O)(=O)c1cnnc2ccccc12
#27 Cc1ccc2oc(=O)cc(-c3sc(N4CCOCC4)nc3-c3ccccc3)c2c1
#28 C(=N\N1CCCCCC1)/c1c2ccccc2cc2ccccc12
#29 Cn1c(=O)c(C#N)c(-c2ccccc2)n2c(=S)n(CN3CCCCC3)nc12
#30 CC(=O)OC[C@]12CC[C@@H](C(C)=O)[C@@H]1[C@H]1CC[C@@H]3[C@@]4(C)CCCNC(C)(C)[C@@H]4CC[C@@]3(C)[C@]1(C)CC2
#31 CCN(CC)CC(O)CNc1ccc(NCC2CO2)c2c1C(=O)c1ccccc1C2=O (centres undefined)
#32 Nc1ccc(Cl)c(S(=O)(=O)O)c1
compound no.,25,26,27,28,29,30,31,32
DU-145,106,40,98,120,127,97,-19*,105
HT29,78,43,101,106,113,87,-43*,105
SNB-75,81,91,84,82,105,88,-66*,93
SNB-19,85,106,99,99,96,88,3.8*,94
PC-3,56,85,84,90,100,72,-28*,108
SW-620,103,59,96,101,120,98,-29*,99
KM12,91,107,80,96,111,96,-69*,103
HCC-2998,109,101,98,120,107,102,-83*,110
SF-539,93,102,94,84,104,104,-39*,94

#33 COC(=O)c1cc([N+](=O)[O-])ccc1NC(C)=O
#34 COC(=O)Cc1[nH]c(=S)[nH]c1C(=O)OC
#35 O=C(c1ccc(Cl)cc1)C(c1ccc(Cl)cc1)N1CCCCC1 (centres undefined)
#36 Cc1cc(C)c2cc3c(nc2c1)Nn1c(nnc1-c1ccc[nH]c1=S)SC3
#37 O=C1[C@H]2CCCC[C@H]2C(=O)N1OCc1ccccc1
#38 Cc1cccc(-c2nc3c(N)nc(N)nc3nc2N)c1
#39 CC(C)C(=O)NNc1ccccc1
#40 CC1CCNC(c2ccccc2)C1 (centres undefined)
compound no.,33,34,35,36,37,38,39,40
DU-145,98,126,103,109,126,100,98,105
HT29,107,105,75,97,94,72,99,96
SNB-75,107,95,91,98,95,94,97,106
SNB-19,107,99,84,93,105,100,111,114
PC-3,113,109,88,94,87,39,88,95
SW-620,108,100,86,106,107,50,97,106
KM12,90,102,64,104,112,94,93,102
HCC-2998,101,102,102,101,100,113,104,116
SF-539,98,95,100,93,107,89,104,103

#41 CC1(C)CC[C@]23CC[C@]4(C)[C@H](CC[C@@H]5[C@@]6(C)C/C(=C/c7ccco7)C(=O)C(C)(C)[C@@H]6CC[C@]54C)[C@H]2[C@H]1OC3=O
#42 CC1(c2cc3cc(Br)ccc3oc2=O)NC(=O)c2c(/C=C/C(=O)OC3CC4CCC3(C)C4(C)C)cccc2N1 (centres undefined)
#43 Cc1ccc(-c2nnc(SCc3nc(N)nc(Nc4ccccc4F)n3)n2-c2ccccc2)cc1
#44 CSC1=C(C#N)C(=N)N2C(=NN1)Sc1c(C)ccc(C)c12
#45 CCOC(=O)N[C@H]1CCc2cc(OC)c(OC)c(OC)c2-c2ccc(SC)c(=O)cc21
#46 CCCCCCCCCCCCCCCCCCOc1ccccn1
#47 CC(C)(C)c1cc(C(C)(C)c2ccccc2)cc(Cc2cc(C(C)(C)c3ccccc3)cc(C(C)(C)C)c2O)c1O
#48 COC(=O)c1cc(N=C2NC(=O)/C(=C/c3ccc(C(C)C)cc3)S2)ccc1O
compound no.,41,42,43,44,45,46,47,48
DU-145,108,84,102,122,0.9*,115,123,104
HT29,103,89,98,103,7.6*,96,93,109
SNB-75,98,/,102,93,44,97,94,97
SNB-19,96,72,92,109,31,100,106,89
PC-3,92,37,88,91,28,86,75,65
SW-620,107,89,94,107,17,101,104,93
KM12,104,73,101,114,2.6*,105,106,77
HCC-2998,109,96,126,108,12,100,107,93
SF-539,99,97,97,118,-22*,96,101,92

#49 Cc1c2cc[nH]c(=O)c2c(C)c2c1[nH]c1ccc(OC(=O)c3ccccc3)cc12
#50 CCCCn1c(=O)c2c(nc3n2CCCN3CCc2ccc(OCC(=O)NCCN(CC)CC)cc2)n(CCCC)c1=O
#51 O=C(O)c1ccc(F)c([N+](=O)[O-])c1
#52 CC(C)CC(C(=O)O)N1C(=O)CSC1=S (centres undefined)
#53 Cc1cc(=O)[nH]n1-c1ccc(C(F)(F)F)cc1N
#54 Cc1ccc(S(=O)(=O)N2CCC(=O)CC2)cc1
#55 CNc1n[nH]c(-c2ccccc2)n1
#56 CCNC(=O)OCCOC1CCC2(C)C(CCC3C2CCC2(C)C(C(C)CCCC(C)C)CCC32)C1 (centres undefined)
compound no.,49,50,51,52,53,54,55,56
DU-145,34,66,109,107,132,110,105,105
HT29,34,6.0*,108,108,118,102,111,105
SNB-75,40,45,92,67,83,95,92,92
SNB-19,45,65,108,99,139,98,102,94
PC-3,36,48,93,102,96,97,97,92
SW-620,28,79,106,102,110,102,96,95
KM12,39,77,108,102,110,110,99,100
HCC-2998,58,57,111,105,/,104,101,106
SF-539,17,55,100,97,96,96,97,100

Assay outcomes: PubChem BioAssay, NCI
